FN deposition inh = inhibitors of fibronectin matrix deposition, primary screen, AH1F cells, Alexa488-fibronectin fluorescence, plate reader; inhibition, % at 12.6 µM; actives 0.086% (n = 350,000); AID 743247, 2014; AH1F fibroblasts, overnight;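 active = mean inhibition across replicates of 30% or more, regardless of how many single replicates reach that level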;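 also: positive control wells lacked labelled fibronectin entirely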
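Assay system: AH1F fibroblast monolayer, labelled fibronectin deposition. Amount: 10000 cells per well. Also added: labelled fibronectin 24 nM. Compound: single-point pinned compound. Incubation: cell attachment 1 h, compound and FN exposure overnight. Detection: fluorescence after three HBSS washes, excitation 485 nm, emission 525 nm. Read-out: inhibition of fibronectin deposition signal.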
LGR2 antag = inhibitors of bursicon-induced LGR2 CRE-luciferase signal, primary screen, cell-based, HEK293, CRE-luciferase reporter, bursicon stimulation. bursicon-stimulated, 4 h. inhibition, % at 9.99 µM. actives 0.35% (n = 380,000);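 active = drop in luminescence signal, shown as inhibition above about 50% in the replicate tests, limit read from the data, passing the limit was not always enough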;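 also: agonist challenge used bursicon conditioned medium at about half maximal strength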
PAX8 reporter = inhibitors of PAX8-driven TPO luciferase reporter, primary screen, RMG-I cells, single concentration; actives 1.2% (n = 360,000); inhibition, % at 12.6 µM; SteadyGlo, 24 h;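 active = mean replicate inhibition at least 60% with every replicate also reaching 60%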;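 also: luciferase light reporting Pax8 driven TPO promoter activity; plate controls were median of neutral control wells for no effect and mitoxantrone controls for full effect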
Starred values were filed as active, the others as inactive.

Preview:
Values run as follows: PAX8 reporter	LGR2 antag	FN deposition inh
> C=CCNC(=O)COc1ccc(S(=O)(=O)Nc2ccc(OCC)cc2)cc1
    7.3	8.0	2.2
> O=C(NCc1ccccc1)c1ccc(N2C(=O)C3CCCCC3C2=O)cc1 (stereo not drawn)
    -10.5	6.7	4.0
> CCOC(=O)c1nn(-c2ccc(Cl)cc2)c2nnc(Cc3ccccc3)c(=O)n12
    -6.3	-3.9	-1.8
> CCOC(=O)C[N+](C)(C)CCOC1CC2CCC1(C)C2(C)C (stereo not drawn)
    1.6	0.1	-8.7
> COc1ccc(OC)c(CC(NC(C)=O)C(=O)NC2CCN(c3c(Cc4ccccc4)c(C)nc4ncnn34)CC2)c1 (stereo not drawn)
    0.6	-1.6	-2.4

The whole of this part, repeating the preview:
Values run as follows: PAX8 reporter	LGR2 antag	FN deposition inh
> C=CCNC(=O)COc1ccc(S(=O)(=O)Nc2ccc(OCC)cc2)cc1
    7.3	8.0	2.2
> O=C(NCc1ccccc1)c1ccc(N2C(=O)C3CCCCC3C2=O)cc1 (stereo not drawn)
    -10.5	6.7	4.0
> CCOC(=O)c1nn(-c2ccc(Cl)cc2)c2nnc(Cc3ccccc3)c(=O)n12
    -6.3	-3.9	-1.8
> CCOC(=O)C[N+](C)(C)CCOC1CC2CCC1(C)C2(C)C (stereo not drawn)
    1.6	0.1	-8.7
> COc1ccc(OC)c(CC(NC(C)=O)C(=O)NC2CCN(c3c(Cc4ccccc4)c(C)nc4ncnn34)CC2)c1 (stereo not drawn)
    0.6	-1.6	-2.4
> Cc1ccc(-c2ccc(SCC(=O)N3CCN(c4ccccc4)CC3)nn2)cc1
    -6.2	26.1	-1.1
> Cc1nn(-c2ccccc2)c(N)c1Sc1ccc([N+](=O)[O-])cc1
    -2.7	-10.7	-2.2
> CN(c1ccccc1)S(=O)(=O)c1cccc(NC(=O)Nc2ccc(Cl)cc2C#N)c1
    22.4	0.3	4.6
> CCS(=O)(=O)c1nn2c(N)c(/C=C3/C=CC(=O)C(OC)=C3)c(=O)nc2s1
    21.2	-2.5	-6.0
> C/C(=N\NC(=O)c1ccncc1)c1cc2ccccc2oc1=O
    15.1	13.5	3.1
> O=C(Cc1ccccc1)Nc1cccc(C(=O)N/N=C/c2ccco2)c1
    -6.9	-18.8	11.2
> C=CCNC(=S)Nc1cc(Cl)ccc1OC
    -21.6	-6.6	-1.8
> Cc1nn(Cc2ccccc2)c(C)c1NC(=O)CCCn1nc(C)c([N+](=O)[O-])c1C
    -2.7	46.1	8.1
> CCOC(=O)CC1C(=O)NCCN1C(=S)Nc1ccccc1 (stereo not drawn)
    -3.5	17.1	4.8
> CN=c1scc(-c2ccc(Cl)cc2)n1C
    0.2	-4.0	2.3
> COc1ccc2nc(NC(=O)c3cccc(-c4cc5ccccc5oc4=O)c3)sc2c1
    -52.6	-17.2	-5.9
> O=C(NCCc1cccc(Cl)c1)c1cc([N+](=O)[O-])ccc1Cl
    -22.0	-2.0	8.7
> O=C(CNC(=O)c1ccccc1)OCc1ccc([N+](=O)[O-])cc1
    -2.1	9.5	1.0
> COc1ccccc1NS(=O)(=O)c1cc(NC(=O)c2ccc3ccccc3n2)ccc1Cl
    -14.7	-6.6	4.7
> CCCCC(O)(CCCC)C(=O)NN(C(=O)OCC)c1ccccc1
    12.5	-10.4	-3.5

(list continues)
Values run as follows: PAX8 reporter	LGR2 antag	FN deposition inh
> Cc1nn2c(CN(C(=O)CN3CCOCC3)c3ccccc3)nnc2c2ccccc12
    -4.2	-16.9	1.4
> COc1ccc(/C=C2\SC(=O)N(CC(=O)NNC(=O)c3ccccc3O)C2=O)cc1OC
    3.2	7.0	4.4
> COc1ccc(NS(=O)(=O)c2ccc(C)c(NC(=O)NC3CCCCC3)c2)cc1
    1.8	-11.0	-10.5
> O=C(Nc1ccc(Cl)cc1)Nc1cnccn1
    -38.2	15.0	-4.2
> COc1cc(NC(=S)Nc2ccccn2)cc(OC)c1
    10.2	-9.6	4.1
> COc1cc(/C=C2\SC(=O)N(CCNC(=O)c3cnc(C)cn3)C2=O)cc(OC)c1OC
    -35.6	0.2	-3.5
> COc1ccc(CCNC(=O)COC(=O)C2CCCCC2)cc1
    -4.4	17.3	-3.8
> Cc1nn(-c2ccccc2)c(Cl)c1/C=N/NC(=O)c1ccccc1NS(=O)(=O)c1cccs1
    -13.6	-28.9	4.4
> CN1CCN(Cc2nc3ccccc3c(=O)n2Cc2nc(-c3ccc([N+](=O)[O-])cc3)cs2)CC1
    55.1	26.7	7.1
> Cc1ccc(-c2csc(NC(=O)C3=COCCO3)n2)cc1
    -163.0	-32.3	4.5
> CCC(C)NC(=O)CC(NS(=O)(=O)c1ccc(C)cc1)c1ccc(OC)cc1 (stereo not drawn)
    15.0	11.4	-2.9
> COc1ccc2c(c1)c(CC(=O)Nc1ccccc1OC)c(C)n2C(=O)c1ccc(Cl)cc1
    25.2	-0.7	3.7
> O=C(Nc1nc(-c2ccc(F)cc2)cs1)C1CCCO1 (stereo not drawn)
    -83.7	-18.3	-2.9
> Brc1ccc(C2CC(c3ccccc3)=Nc3ccccc3N2)cc1 (stereo not drawn)
    -118.6	-80.2	-3.1
> Cc1cc(C)c(NC(=O)NC2CCCCC2)c(C)c1
    -24.8	-7.1	-6.3
> Cc1ccc(NC(=O)CSc2nc(C)c(C)c(C)n2)c([N+](=O)[O-])c1
    0.3	-0.6	3.7
> COc1cc(CCN2C(=O)c3cccc4cccc(c34)C2=O)c(S(=O)(=O)NCCO)cc1OC
    -18.2	-15.5	-2.1
> C/C(=N\NC(=O)c1ccc(C)cc1C)c1ccc2c(c1)OCO2
    -48.4	11.1	-4.4
> Cc1ccc(CSCCC(=O)NCCC2=CCCCC2)cc1
    -32.7	2.5	1.1
> O=C(O)CCC(=O)NNC(=O)c1cccc(Br)c1
    11.9	-9.4	-0.3

Continued.
Values run as follows: PAX8 reporter	LGR2 antag	FN deposition inh
> COc1ccc(/C=N/Nc2nc(N3CCCC3)nc(N3CCCC3)n2)c(OC)c1OC
    -4.8	8.0	2.8
> COc1ccccc1-c1c(C#N)c(N)nc2c1CCc1ccccc1-2
    24.2	21.2	-1.5
> Cc1ccc(NC(=O)CSc2nnc(-c3cccnc3)n2CCN2CCCCC2)cc1
    -5.3	9.9	7.1
> Cc1ccc(NS(=O)(=O)c2cc(-c3n[nH]c(=O)c4ccccc34)ccc2C)cc1
    23.7	-15.7	11.1
> C=C(C)C(=O)Nc1nnc(-c2cccs2)s1
    23.8	0.3	-10.4
> COCCCn1c(-c2ccc(S(=O)(=O)N3CCOCC3)cc2)csc1=Nc1ccccc1
    -2.1	8.9	-2.8
> O=C(NNC(=O)c1ccncc1)Nc1ccc([N+](=O)[O-])cc1
    -38.1	-2.8	-6.3
> Cc1ccc(S(=O)(=O)N=S(CCO)CCO)cc1
    -1.2	0.5	-14.5
> CC(C)CC(NC(=O)c1ccccc1)C(=O)N/N=C/c1ccco1 (stereo not drawn)
    -10.3	-10.2	-0.7
> Cc1ccc(S(=O)(=O)N(CCC(=O)Nc2ccc(OC(F)(F)F)cc2)c2ccccc2)cc1
    12.3	-3.3	-17.7
> CCCNCc1cc(OC)c(OCC(=O)NCCc2ccccc2)cc1Br
    7.2	-17.8	9.6
> COc1ccc(C(=O)NC(=S)NCc2cccnc2)cc1[N+](=O)[O-]
    6.2	-4.8	-3.3
> CN(C)CCNC(=O)/C(=C/c1ccc(-c2cccc(Cl)c2)o1)NC(=O)c1ccccc1
    -11.7	8.9	1.5
> Cc1cccc(Nc2nc(N)c([N+](=O)[O-])c(N3CCCC(C)C3)n2)c1 (stereo not drawn)
    47.4	4.4	8.5
> COc1ccc(C2CC(c3ccccc3)=NN2C(=O)COC(=O)c2cccnc2Cl)cc1 (stereo not drawn)
    0.3	-0.7	1.2
> CCOC(=O)c1ccc(OS(=O)(=O)c2ccccc2)c(OC)c1
    -199.5	-45.7	-1.3
> CC(=O)NC(C(=O)c1ccccc1)C(=O)c1ccccc1
    16.7	11.4	-1.0
> CCC(C(=O)Nc1ccncc1)c1ccccc1 (stereo not drawn)
    20.1	-2.6	6.7
> CCOC(=O)c1cc(-c2ccccc2)sc1NC(=O)C(C)OC(=O)c1cccnc1Cl (stereo not drawn)
    -20.4	-24.3	0.3
> Cc1ncc([N+](=O)[O-])n1Cc1cccc2ccccc12
    -6.9	5.6	4.9

Compound profiles, as listed above. Order of values: PAX8 reporter	LGR2 antag	FN deposition inh
Cc1ccc(NC(=O)CSc2nnc(-c3cccnc3)n2CCN2CCCCC2)cc1 is listed with -5.3	9.9	7.1
CCC(C(=O)Nc1ccncc1)c1ccccc1 (stereo not drawn) is listed with 20.1	-2.6	6.7

Remaining list, next part
Values run as follows: PAX8 reporter	LGR2 antag	FN deposition inh
> COc1ccc(-c2nc3ccc([N+](=O)[O-])cc3o2)cc1
    -101.9	-80.9	-4.9
> CCOC(=O)C1CCCN(C(=O)c2ccc([N+](=O)[O-])cc2)C1 (stereo not drawn)
    18.3	8.0	8.1
> COc1ccc(OC)c(N/C(C)=C/C(=O)c2ccccc2)c1
    -173.2	-81.9	3.2
> CCOc1ccc(Br)cc1CSC(=N)N
    -3.5	-23.7	-4.5
> CC(C)(C)NC(=O)NC(=O)COC(=O)c1cccc(S(=O)(=O)N2CCCCC2)c1
    -3.5	0.9	-5.6
> COc1ccccc1COCC(O)CN(Cc1ccco1)Cc1ccccc1O (stereo not drawn)
    -3.2	0.3	-6.9
> CCC1CCc2c(sc(NC(=O)C3c4ccccc4Oc4ccccc43)c2C(N)=O)C1 (stereo not drawn)
    13.2	0.4	-2.6
> CC(C)CCNCC1OCc2ccccc2CO1
    14.8	-1.4	-5.9
> COc1ccc(C(=O)NC(=S)Nc2ccccc2N2CCOCC2)cc1[N+](=O)[O-]
    30.0	-19.3	7.0
> CCn1cc(C(=O)Nc2sc(C)c(C)c2C(=O)OC)cn1
    16.8	-0.1	1.3
> CCN(CC)S(=O)(=O)c1ccc(N2CCOCC2)c(NC(=O)Cc2ccccc2F)c1
    -15.4	-15.9	5.8
> CCOc1ccccc1OCCOCCOc1c(Cl)cccc1Cl
    -15.8	11.0	-1.2
> COCc1cc(/C=N\NC(=O)c2ccc(Cl)cc2)ccc1OC
    2.3	-9.6	1.2
> O=C(CCCn1cnc([N+](=O)[O-])n1)Nc1ccc(Cl)cc1Cl
    3.4	-8.0	-3.3
> CCC1CCCCN1S(=O)(=O)c1ccc(S(=O)(=O)N(Cc2ccccn2)CC2CCCO2)cc1 (stereo not drawn)
    4.3	18.5	12.1
> COc1ccc(C(=O)Nc2ccc(-c3nnn(CC(=O)N4CCN(C(=O)c5ccco5)CC4)n3)cc2)cc1
    8.5	16.3	0.2
> C=CCNc1nc(Nc2ccc([N+](=O)[O-])cc2)nc(N2CCCC2)n1
    -9.8	-4.9	1.6
> O=C(CCCOc1ccc(Cl)cc1Cl)N/N=C/c1ccccc1O
    21.3	35.4	-4.6
> CCOC(=O)c1c(/N=C/c2cc(OC)cc([N+](=O)[O-])c2O)sc(C)c1C
    -5.0	20.2	-5.6
> CCn1cc(/C=C2/SC(=S)NC2=O)c(C)n1
    -7.5	3.3	-1.7

Later entries
Values run as follows: PAX8 reporter	LGR2 antag	FN deposition inh
> O=C(CSc1ccccc1)Nc1nnc(/C=C/c2ccccc2)s1
    -46.6	-18.4	-4.5
> CCN(NC(=O)C(O)(c1ccccc1)c1ccccc1)C(=O)c1ccccc1
    -12.4	-11.1	4.8
> Cc1cc(Cl)ccc1NC(=S)NCc1ccccc1Cl
    5.7	7.8	-2.4
> CC1CC1c1ccc(/C=C(\C#N)C(=O)Nc2ccc(Cl)cc2Cl)o1 (stereo not drawn)
    -54.5	-14.6	-0.3
> O=C(C1CCCO1)N1CCN(C(=S)Nc2ccccc2C(F)(F)F)CC1 (stereo not drawn)
    8.8	5.5	8.2
> COc1cc2oc(=O)c3c(c2cc1OCC(=O)c1c(C)n(C)c2ccccc12)CCCC3
    11.1	-9.7	-73.5
> Cc1ccc(C2C3=C(CC(C)(C)CC3=O)N=C3c4ccccc4C(=O)C32)cc1 (stereo not drawn)
    33.0	-19.7	1.1
> Cc1ccc(-c2nnc(Nc3ccc(C(=O)N(C)C)cc3)c3ccccc23)cc1S(=O)(=O)NCC1CCCO1 (stereo not drawn)
    0.6	-4.7	-4.0
> Cc1ccc(-c2cc(C(F)F)n3ncc(C(=O)N4CCc5ccccc54)c3n2)cc1
    24.7	-19.0	5.1
> COc1ccccc1Nc1nnc(SCC(=O)NC(=O)Nc2ccc3c(c2)OCCO3)s1
    -6.7	7.3	-3.0
> CC(NC(=O)CSCc1ccccc1Br)c1ccccc1 (stereo not drawn)
    -11.5	-7.9	0.9
> COc1ccc(OC)c(-c2csc(NC(=O)CSc3ccccc3)n2)c1
    13.0	11.7	6.6
> c1ccc(NCc2nc3ccccc3n2CCOc2ccccc2)cc1
    -18.3	-26.3	-6.8
> CCCCCC(=O)NNC(=O)Nc1ccccc1
    -50.4	-12.0	4.0
> COc1ccc(C(=O)N/N=C(/C)c2ccc(N3CCCCC3)cc2)cc1
    -58.1	-12.1	6.7
> COc1ccc(/C=N/Nc2nc(-c3cccc(S(=O)(=O)N4CCCC4)c3)cs2)cc1OC
    -5.1	-3.5	-5.8
> COc1ccc(NC(=S)N2CCCC2)cc1
    11.7	6.9	0.4
> O=C(Nc1ccc(OC(F)F)c(Cl)c1)[C@@H]1CCCN1C(=O)c1cccs1
    1.7	-9.1	-4.9

An excerpt, so the mix of outcomes need not match the whole.
